# Screens deposited in PubChem BioAssay by NCI.
# NCI-60 one-dose screen, 48 h, at 10 µM unless noted. Numbers give growth in % (100 = growth as untreated, 0 = no growth, -100 = all killed).
# SF-539 – SF-539 CNS cancer; 81,000 tested, 6.8% active; AID 1794752
# SF-295 – SF-295 CNS cancer cells | 79,000 tested, 5.6% active | AID 1794758
# SNB-19 – SNB-19 CNS cancer cells. 81,000 tested, 2.5% active
# PC-3 – PC-3 prostate cancer cells | AID 1794754 | 80,000 tested, 3.9% active
# U251 – U251 CNS tumor cells | AID 1794753 | 80,000 tested, 5.4% active
# HCC-2998 – HCC-2998 colon cancer. 79,000 tested, 4.7% active. AID 1794799
# SNB-75 – SNB-75 CNS cancer | 79,000 tested, 5% active | AID 1794750
# SF-268 – SF-268 CNS cancer cells | 82,000 tested, 3.1% active
# * = called active by the depositor; nt = not tested or not shown; & = joins results of further samples; [ ] = remark or other dose. The calls were made as follows: active = growth percent below 10; inactive = the rest. Some of the compounds tested, so the mix of outcomes need not match the whole.
mol	SNB-75	SF-295	SF-539	HCC-2998	PC-3	SF-268	U251	SNB-19
C(#CCN1CCOCC1)CN1CCOCC1	114.3	112.5	110.1	102.5	98.8	107.7	110.2	121.7
C[C@]12CCC3[C@@H](CC[C@@]45O[C@@H]4C(O)=C(C#N)C[C@]35C)C1CC[C@@H]2O (stereo partly drawn)	94.2	104.9	102.4	107.9	89.8	99.7	89.7	104.3
O=[N+]([O-])c1cc(Cl)ccc1Cl	99.1	109.8&85.6	101.0&98.4	115.9&112.8	96.4&122.8	108.8&108.8	104.5&99.7	97.4&107.8
CN1C(=O)N(C)C(=O)C(NS(=O)(=O)c2ccc(N)cc2)(c2ccccc2)C1=O	91.1	102.8	110.0	108.6	101.4	114.3	104.5	101.4
OCCN1CCN(c2ccc(Cl)cc2)CC1	100.4	99.4	107.1	112.7	91.9	97.9	100.6	103.5
C=CCc1cc2c(cc1OCCC)OCO2	83.0	90.6	101.9	99.1	86.9	102.0	101.3	99.2
CN(C)CCSC1=Nc2ccc(Cl)cc2C(c2ccccc2Cl)=NC1	86.4&99.3	108.0&110.1	110.2&116.6	97.9&98.4	94.8&97.3	103.5&105.7	110.4&113.3	101.7&103.0
COc1cc(/C=N/Nc2nncn2N)ccc1N(CCCl)CCCl	87.7	93.5	102.5	101.6	93.5	100.4	99.4	103.7
O=C(NC(O)C(Cl)(Cl)Cl)c1ccccc1 (stereo not drawn)	86.0	nt	100.6	nt	98.7	99.0	97.8	92.2
O=[N+]([O-])c1ccccc1N1CCNCC1	92.5	104.4	99.8	100.5	103.3	95.2	97.4	101.7
OCc1cnc[nH]1	104.7	109.7	105.7	109.6	94.9	103.8	103.8	99.9
COC(=O)C1CC2c3ccccc3C1c1ccccc12 (stereo not drawn)	94.5	87.3	101.3	106.7	66.4	107.0	101.3	116.9
COC(=O)C(Cl)CCl (stereo not drawn)	95.0	105.4	101.2	97.7	97.5	99.6	96.6	104.6
NC(N)=NC(N)=NCCc1c[nH]c2ccc(O)cc12	117.6[100 µM]	107.5[100 µM]	111.3[100 µM]	103.7[100 µM]	89.9[100 µM]	98.1[100 µM]	102.5[100 µM]	110.6[100 µM]
CCC1(CCSC#N)C(=O)NC(=O)NC1=O	97.1	100.4	94.9	98.2	92.5	97.2	93.9	101.0
O=C1NC(=O)C(=Cc2cn(CCCCCCn3c4ccccc4c(=O)c4ccccc43)c3ccccc23)C(=O)N1	94.5	65.7	93.0	96.8	84.0	94.5	90.4	86.0
c1cnc2[nH]cc(-c3csc(-c4cn(CCN5CCCCC5)c5ccccc45)n3)c2c1	61.3	75.8	79.3	103.3	43.6	71.2	46.4	78.5
C/C(=N/N=C(N)N)c1ccc(O)cc1	101.7	85.9	100.0	101.0	83.6	107.5	101.2	nt
Cc1c(Cl)ccc(C(O)CN(C)Cc2ccccc2)c1Cl (stereo not drawn)	97.2	57.8	93.5	92.1	75.0	88.3	83.9	90.5
CN(C)CCC(=O)c1ccccc1	104.0	104.6	101.4	98.9	93.4	108.7	99.4	102.2
COC(=O)[C@@H](Cc1cc2ccccc2[nH]1)NC(=O)C(=O)c1cn(Cc2cn(Cc3ccccc3)nn2)c2ccccc12	87.1	102.8	107.0	97.3	88.1	93.0	106.0	105.3
CC(=O)O[C@H]1C(=O)[C@@]2(C)[C@H]([C@H](OC(=O)c3ccccc3)[C@]3(O)C[C@H](OC(=O)[C@H](OC(=O)OCC4COC(C)(C)O4)[C@@H](NC(=O)c4ccccc4)c4ccccc4)C(C)=C1C3(C)C)[C@]1(OC(C)=O)CO[C@@H]1C[C@@H]2O (stereo partly drawn)	41.9	17.5	24.9	39.9	38.7	61.1	34.4	36.6
COc1cc(C2c3ccc(N)cc3Oc3nc(N)c(C#N)c(N)c32)cc(OC)c1OC (stereo not drawn)	83.7	90.9	98.4	nt	102.3	110.8	97.2	103.0
COc1ccc2c(c1)c(-c1nc(-c3cn(C)c4ncccc34)cs1)cn2CCN1CCOCC1	63.3	49.3	48.0	95.6	17.6	48.4	28.2	33.1
C[C@@H]1CN(C(=O)C(O)(c2ccccc2)c2ccccc2)[C@@H](C)CN1c1ccccn1	88.1	117.4	95.4	102.0	81.6	114.6	108.6	95.8
Cc1ccc(CN2CCC3CCC(C3)C2)c(O)c1 (stereo not drawn)	95.4	nt	100.1	108.5	97.8	105.7	109.4	110.1
O=C(CC1(O)C(=O)Nc2ccccc21)c1ccc(C(=O)NCC2CCC3(CC2)OOC2(CCCCC2)OO3)cc1 (stereo not drawn)	82.1	76.2	81.0	106.2	50.8	82.0	63.6	86.4
C[C@]12CCC(=O)C[C@H]1CC[C@@H]1[C@@H]2C(=O)C[C@@]2(C)[C@H]1CC[C@]2(C)O	103.2	123.7	108.1	102.2	96.9	115.5	nt	107.9
O=C1C[C@@H]2OCC=C3C[N+]4([O-])CC[C@]56c7ccccc7N1[C@H]5[C@H]2[C@H]3C[C@@H]64 (stereo partly drawn)	80.3&94.9	100.0&92.9	95.4&106.2	134.6&119.2	98.8	104.1&105.3	100.5&100.2	101.8&106.9
CN(C)C(Cc1ccc(Cl)cc1)c1ccccc1 (stereo not drawn)	99.7	103.4	115.0	115.6	88.9	112.9	94.3	97.8

# Compound profiles, as listed above. Screens in order: SNB-75, SF-295, SF-539, HCC-2998, PC-3, SF-268, U251, SNB-19
# `COc1cc(C2c3ccc(N)cc3Oc3nc(N)c(C#N)c(N)c32)cc(OC)c1OC` (stereo not drawn) across the screens: 83.7, 90.9, 98.4, nt, 102.3, 110.8, 97.2, 103.0
# `C=CCc1cc2c(cc1OCCC)OCO2` across the screens: 83.0, 90.6, 101.9, 99.1, 86.9, 102.0, 101.3, 99.2
# `OCCN1CCN(c2ccc(Cl)cc2)CC1` across the screens: 100.4, 99.4, 107.1, 112.7, 91.9, 97.9, 100.6, 103.5
# `O=C(NC(O)C(Cl)(Cl)Cl)c1ccccc1` (stereo not drawn) across the screens: 86.0, nt, 100.6, nt, 98.7, 99.0, 97.8, 92.2

# (list continues)
mol	SNB-75	SF-295	SF-539	HCC-2998	PC-3	SF-268	U251	SNB-19
CCOP(=S)(N/N=C1\CC2CCC1C2)OCC (stereo not drawn)	87.2	95.4	108.0	110.5	92.2	101.6	nt	102.9
CCCCCCCC/C=C\CCCCCCCC(=O)OOC(=O)CCCCCCC/C=C/CCCCCCCC	83.6	114.7	99.3	109.3	103.9	119.3	99.3	100.7
CC(=O)Nc1cc([As](=O)(O)O)ccc1O	82.4&97.8	126.0&104.5	110.1	103.9&98.8	94.3&95.9	106.6&102.8	104.9&109.9	101.9&108.8
C=CC(O)P(=O)(OC)OC (stereo not drawn)	90.9	106.3	115.7	109.2	103.9	107.9	98.0	105.3
CCCCCCCCCCOc1ccc(C(=O)Oc2ccc(CS[P@@](=O)(OC[C@H]3O[C@@H](n4cnc5c(N)ncnc54)CC3O)OC3[C@@H](CO)O[C@@H](n4ccc(=O)[nH]c4=O)[C@H]3OC)cc2)cc1 (stereo partly drawn)	94.8	99.4	95.0	77.3	73.9	93.7	92.5	87.9
COc1cccc(C)c1NC1=NCCO1	99.4	118.4	105.7	111.6	105.0	nt	107.0	102.7
C/C(=C\c1ccn(-c2ccc(N)c(F)c2)n1)[C@@H]1C[C@@H]2O[C@]2(C)CCC[C@H](C)[C@H](O)[C@@H](C)C(=O)C(C)(C)[C@@H](O)CC(=O)O1	-16.9*	17.1	-26.4*	4.7*	14.7	30.0	24.0	38.4
CCOP(=O)(CC#N)OCC	102.0	102.7	108.7	118.7	93.3	98.5	101.1	99.3
COC(=O)c1ccccc1C(=O)OC	114.3	104.1	95.7	100.3	nt	111.5	101.0	nt
O=C(CF)Nc1ccc2ccccc2c1	90.6	97.7	108.4	104.7	90.2	97.5	114.1	113.1
ClCCSC(c1ccccc1)(c1ccccc1)c1ccccc1	75.8	92.8	108.0	97.8	87.2	102.6	91.4	100.6
CC1(C)N=C(N)N=C(N)N1c1ccc(CCCCc2ccc(Cl)c(S(=O)(=O)F)c2)c(Cl)c1	35.1	18.7	14.0	23.7	15.1	18.7	28.8	31.6
CCCCN(CCCC)CC(O)c1cccc(Br)c1 (stereo not drawn)	100.2	87.7	119.0	104.1	73.3	108.4	99.0	106.0
COc1ccc(-n2c(SC)nc3ccc(Cl)cc3c2=O)cc1	nt	98.5	101.3	104.2	94.5	104.2	101.1	95.8
Cc1c(NS(=O)(=O)c2ccccc2)ccc([N+](=O)[O-])c1Cl	75.4	31.0	67.4	nt	56.2	75.9	63.5	61.7
CC1(OO)CCC2CC1C2(C)C (stereo not drawn)	93.0	90.4	103.3	103.8	87.3	130.7	101.1	95.6
Cc1cc(N(CCCl)CCCl)ccc1/C=N/Nc1nnc(C)n1N	80.4	75.6	61.6	87.9	92.9	77.2	81.2	95.3
CC1(C)N=C(N)N=C(N)N1c1ccc(CCC(=O)Nc2cccc(S(=O)(=O)F)c2)cc1	59.5	89.6	39.4	67.5	24.5	51.6	42.3	51.9
BrCCc1ccccc1	95.7	100.9	103.4	119.9	87.8	123.2	98.7	98.1
N#Cc1ccc(Cl)cc1	100.8	113.5	107.7	123.1	129.5	107.7	104.7	107.8
CC(CC1CCCCC1)NCc1ccccc1 (stereo not drawn)	100.5	93.6	103.3	95.3	88.6	102.7	105.5	100.1
c1ccc(CSC(c2ccccc2)c2ccccc2)cc1	119.4	113.7	104.6	106.5	103.8	112.4	101.9	104.5
O=C1NC(=O)C(CN2C(=O)C3(c4ccccc42)[C@H](Cl)C(=O)N3c2ccccc2)C(=O)N1 (stereo partly drawn)	52.7	91.5	74.1	83.9	83.6	84.7	72.6	88.6
Nc1c(Cl)c(Cl)nc(C(=O)O)c1Cl	71.4	98.6	84.9	95.7	84.9	111.2	94.2	95.1
COc1cccc2c1c(C(=O)C(=O)Nc1ccsc1C(=O)O)cn2Cc1ccc(F)cc1	96.5	140.3	101.7	92.8	92.3	110.3	99.2	103.0
CC1CNCCN1c1ccccc1 (stereo not drawn)	78.1	93.1	94.0	78.7	91.0	101.0	94.1	93.5
CN1C(=O)NC(=O)C2(CCCC2)C1=O	108.6	102.7	91.7	112.6	93.1	102.3	102.6	106.8
N#CC(C#N)=Cc1cccc([N+](=O)[O-])c1	nt	102.0	98.7	108.3	96.5	99.7	97.3	101.6
CC1C2CCC(C2)C1OC(=O)c1ccccc1C(=O)O (stereo not drawn) (tested in a mixture with another compound)	30.1	102.7	94.7	92.0	97.5	91.8	100.4	96.5
CC(C)=CC1C(C(=O)OCC(C)C)C1(C)C (stereo not drawn)	88.7	100.2	96.9	91.8	76.9	97.7	101.3	111.4
C=C(C)[C@@]12OC3(/C=C/C=C/CCCCC)O[C@@H]1[C@@H]1[C@@H]4O[C@]4(CO)[C@@H](O)[C@]4(O)C(=O)C(C)=C[C@H]4[C@@]1(O3)[C@H](C)[C@H]2OC(=O)c1ccccc1	56.6	39.6	63.8	-3.1*	28.6	40.7	53.2	92.8
C[C@]12CC[C@H]3[C@@H](CC=C4c5nc(Cc6ccccc6)sc5CC[C@@]43C)[C@@H]1CC[C@@H]2O	106.2	97.6	104.1	94.0	94.4	97.1	93.6	97.2
CC(Cc1ccccc1)NC(C#N)c1ccccc1 (stereo not drawn)	113.3	91.5	111.1	104.9	99.0	122.4	nt	103.5
O=C1C2CC=CCC2C(=O)N1SC(Cl)(Cl)Cl (stereo not drawn)	104.1	134.3	91.3	105.4	81.9	103.8	98.8	91.5
NCC(O)CSP(=O)(O)O (stereo not drawn)	75.4	98.0	99.6	127.4	88.2	100.5	107.5	99.1
COc1cc(C=Nc2cc(Cl)cc(Cl)c2)ccc1N(CCCl)CCCl	84.1	80.8	89.3	nt	63.1	93.0	86.9	89.8
CCCN(CC(=O)O)N=O	91.7	nt	94.5	104.2	98.1	101.6	121.0	114.1
CCOc1cccc(C(Cc2ccccc2)NC)c1 (stereo not drawn)	71.6	99.8	101.7	93.4	93.2	87.7	108.3	98.6
O=C(O)c1cc(Cc2ccc(O)c(C(=O)O)c2)ccc1O (tested in a mixture with another compound)	51.2	13.3	79.2	53.9	-31.5*	76.9	70.4	85.6
COc1ccc(C(SCC(NC(=O)OCc2ccccc2)C(=O)O)c2ccc(OC)cc2)cc1 (stereo not drawn)	92.6	108.6	101.1	109.2	94.8	119.3	nt	94.1
[N-]=[N+]=NC(C(=O)O)c1ccccc1 (stereo not drawn)	96.6	101.9	93.9	96.9	111.7	117.5	103.7	100.4
Cc1cc(Cl)ccc1OCC(=O)O	90.3	98.6	95.6	99.8	90.7	102.4	98.0	99.2
O=P(O)(Nc1ccccc1)Nc1ccccc1	81.9	96.1	91.6	nt	91.5	102.2	99.3	95.3
OC(c1ccccc1)C(c1ccccc1)N1CCCCC1 (stereo not drawn)	80.6	95.0	101.5	95.1	95.4	nt	102.1	97.8
CC(C)CCC1(CCO)C(=O)NC(=S)NC1=O	99.8	103.0	124.7	107.2	87.8	95.1	97.2	104.5
Cn1c(=O)c2[nH]cnc2n(C)c1=O	nt	nt	nt	105.2	96.2	nt	nt	nt
c1ccc(CNC2CCCCCCC2)cc1 (tested in a mixture with another compound)	105.2	103.1	100.6	104.7	93.9	100.0	99.3	89.0
CC12CCC3C4CCC(=O)C=C4CCC3C1CC1CC(=O)OC12 (stereo not drawn)	92.3	102.9	101.0	110.5	87.1	98.0	97.1	94.6
COc1cc(C(=O)O)cc(OC)c1OC	88.2	102.9	100.8	112.3	106.5	99.3	97.9	110.1
O=[N+]([O-])/C=C/c1ccc(O)cc1	100.2	100.5	93.0	89.7	94.7	110.6	88.8	108.2
